Screening data (PubChem)
MPTP inh = inhibitors of mitochondrial permeability transition pore | isolated mouse mitochondria, Ca2+ swelling absorbance, 30 min | inhibition, % at 10 µM | 360,000 tested, 1.4% active | AID 602449;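 active means inhibition of 50% or more, scaled per plate between neutral and stimulator controls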;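 further: 0% = DMSO wells given calcium and 100% = 1 mM EGTA wells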
NR3A LBD binder = modulates the human NR3A ligand-binding domain; NR3A LBD differential scanning fluorimetry, Tm shift; 0% = protein alone, 100% = glycine-bound protein; Tm shift relative to glycine control, % at 25 µM; 340,000 tested, 2.5% active; AID 1259313;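 active means melting temperature shift of at least 10% of the positive control shift, at one fixed dose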
CXCR6 inh = blocks human CXCR6 beta-arrestin recruitment; CHO-K1 PathHunter CXCR6 beta-arrestin, luminescence; inhibition, % at 20 µM; 360,000 tested, 0.36% active; AID 602244; in the data active means inhibition above about 34%, passing the limit was not always enough;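 further: antagonist mode with CXCL16 agonist at 10 nM final; 0% = 10 nM CXCL16 with DMSO and 100% = unstimulated wells without agonist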
Target sequence (O00574 whole entry, looked up): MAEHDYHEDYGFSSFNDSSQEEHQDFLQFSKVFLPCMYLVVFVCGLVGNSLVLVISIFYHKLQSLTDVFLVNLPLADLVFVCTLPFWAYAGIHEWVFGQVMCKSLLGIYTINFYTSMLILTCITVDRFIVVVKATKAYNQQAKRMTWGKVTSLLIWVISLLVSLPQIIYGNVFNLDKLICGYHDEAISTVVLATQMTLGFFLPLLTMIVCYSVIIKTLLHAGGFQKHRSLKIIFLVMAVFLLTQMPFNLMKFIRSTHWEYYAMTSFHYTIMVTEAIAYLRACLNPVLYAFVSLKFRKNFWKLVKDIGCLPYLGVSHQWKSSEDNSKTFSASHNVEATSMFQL
EBI2 antag = antagonists of human EBI2 receptor. P32249. EBI2 beta-arrestin recruitment, luminescence, 7a,25-OHC stimulated. inhibition, % at 5 µM. 360,000 tested, 0.81% active. AID 651636; in the data active means inhibition above about 38%;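 further: enzyme fragment complementation signal reports receptor beta-arrestin coupling in cells; 0% = agonist plus DMSO wells and 100% = wells without agonist; some results beyond the cut were filed as inactive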
CCR6 antag = blocks CCL20-driven beta-arrestin recruitment at human CCR6; AID 493098; CHO-K1 CCR6 PathHunter beta-arrestin, luminescence, CCL20-stimulated; P51684; inhibition, % at 20 µM; 340,000 tested, 0.49% active;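 active means compounds whose inhibition of the agonist-driven luminescence signal at 20 µM reaches about 50%, limit read from the data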;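 further: cells stimulated with CCL20 at 14 nM final; plate controls were DMSO with CCL20 for no effect and DMSO without agonist for full effect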
A3A deaminase = human APOBEC3A DNA deaminase inhibition; P31941; recombinant A3A, FAM/TAMRA ssDNA deamination fluorescence; inhibition, % at 20 µM; 330,000 tested, 0.41% active;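 active means at least 40% inhibition at 20 µM here, with at most 30% in a related deaminase screen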;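 further: plate controls were A3A with DMSO for no effect and wells lacking A3A enzyme for full effect; some results filed as inactive read as strong as hits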
Target sequence (P31941 whole entry, looked up): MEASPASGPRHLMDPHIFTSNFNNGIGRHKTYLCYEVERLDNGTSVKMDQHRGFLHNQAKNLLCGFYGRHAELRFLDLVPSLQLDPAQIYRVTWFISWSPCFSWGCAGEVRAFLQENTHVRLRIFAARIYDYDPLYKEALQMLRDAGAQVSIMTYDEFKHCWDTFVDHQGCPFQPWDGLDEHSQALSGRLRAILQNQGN
Gli-Sufu block = Gli-Sufu pathway antagonism; AID 588413; 340,000 tested, 0.74% active; inhibition, % at 5 µM; Sufu-KO-LIGHT fibroblasts, Gli luciferase reporter luminescence;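 active means inhibition above about 55%, limit read from the data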;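 further: 0% = DMSO-treated cells and 100% = wells with medium but no cells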
APOBEC3G inh = inhibitors of human APOBEC3G DNA deaminase; Q9HC16; recombinant A3G, ssDNA deamination FAM/TAMRA fluorescence; inhibition, % at 20 µM; 330,000 tested, 0.28% active; AID 493012;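 active means inhibition of at least 40% at 20 µM, with no more than 30% in the related APOBEC3A deaminase screen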;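 further: plate controls were DMSO wells with A3G for no effect and wells lacking A3G enzyme for full effect; some compounds called inactive have numbers as strong as hits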
Target sequence (Q9HC16 whole entry, looked up): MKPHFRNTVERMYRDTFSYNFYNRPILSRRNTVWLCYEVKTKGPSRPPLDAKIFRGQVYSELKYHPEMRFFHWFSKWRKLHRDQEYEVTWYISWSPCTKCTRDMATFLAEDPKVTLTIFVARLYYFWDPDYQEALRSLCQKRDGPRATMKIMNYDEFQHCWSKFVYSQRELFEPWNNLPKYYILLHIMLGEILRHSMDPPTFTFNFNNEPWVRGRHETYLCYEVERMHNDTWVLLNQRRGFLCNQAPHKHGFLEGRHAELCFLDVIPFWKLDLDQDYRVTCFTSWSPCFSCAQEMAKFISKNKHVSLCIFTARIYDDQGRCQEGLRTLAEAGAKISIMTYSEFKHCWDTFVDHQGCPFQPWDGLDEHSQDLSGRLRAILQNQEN
* marks the source's active call; other numbers are inactive results; nt = no result given.

Start of the listing, in advance:
SMILES	MPTP inh	NR3A LBD binder	CXCR6 inh	EBI2 antag	CCR6 antag	A3A deaminase	Gli-Sufu block	APOBEC3G inh
CN(CC(=O)Nc1cccc(C#N)c1)Cc1ccc(Cl)cc1	0.3	1	-2	8	23	1	11	-6
CCOC(=O)c1c(C)[nH]c(C(=O)OCC(=O)NCc2ccc(OC)c(OC)c2)c1C	0.7	3	-1	4	1	-2	1	-7
CCc1nnc(NC(=O)C=C(C)C)s1	-0.3	-3	-6	-1	-2	1	-22	-5
O=C(COc1ccccc1)Nc1ccc2[nH]ncc2c1	0.2	-12	-5	-8	-2	-8	0	0
O=C(NC1CCCC1)C(c1ccc(Cl)cc1)N1CCN(C2CCCCC2)CC1 (centres undefined)	1.0	-1	18	2	8	-4	-10	-6

The list itself, from the first entry:
SMILES	MPTP inh	NR3A LBD binder	CXCR6 inh	EBI2 antag	CCR6 antag	A3A deaminase	Gli-Sufu block	APOBEC3G inh
CN(CC(=O)Nc1cccc(C#N)c1)Cc1ccc(Cl)cc1	0.3	1	-2	8	23	1	11	-6
CCOC(=O)c1c(C)[nH]c(C(=O)OCC(=O)NCc2ccc(OC)c(OC)c2)c1C	0.7	3	-1	4	1	-2	1	-7
CCc1nnc(NC(=O)C=C(C)C)s1	-0.3	-3	-6	-1	-2	1	-22	-5
O=C(COc1ccccc1)Nc1ccc2[nH]ncc2c1	0.2	-12	-5	-8	-2	-8	0	0
O=C(NC1CCCC1)C(c1ccc(Cl)cc1)N1CCN(C2CCCCC2)CC1 (centres undefined)	1.0	-1	18	2	8	-4	-10	-6
O=C(N/N=C\c1cn(-c2ccccc2)nc1-c1ccccc1)c1ccc2c(c1)OCO2	-2.5	3	-1	10	-3	-2	-17	-3
Cc1noc(/C=C/N(C)C)c1S(=O)(=O)N1CCCC(C(=O)Nc2ccccc2F)C1 (centres undefined)	-0.3	-1	4	-11	13	-8	-22	-7
CCC1CCCCN1C(=O)CSc1nc(N)cc(N)n1 (centres undefined)	0.5	-6	9	1	8	-2	-10	-10
O=C(CCC(=O)N(CC(=O)NC1CCCCC1)Cc1ccccc1)Nc1nccs1	-0.5	0	13	3	9	-4	6	-8
Cc1ccc(OCC(=O)NC2CC(C)(C)NC(C)(C)C2)c(C)c1	-2.3	0	1	-1	-7	-2	3	-14
O=C(C1CCCN(Cc2ccccc2[N+](=O)[O-])C1)N1CCCC1 (centres undefined)	0.8	-2	2	0	2	-2	8	-8
CCCOC(=O)c1ccc(Oc2cn[nH]c2-c2ccc(OC)cc2O)cc1	-3.6	17*	2	12	-7	-1	-6	-2
Cc1ccc2cc(C#N)c(SCC(=O)N3CCCC3)nc2c1	1.4	-5	-2	-4	14	1	-11	-8
CC(C)(C)c1cc(N2CCOCC2)n2ncc(-c3ccc(Cl)cc3)c2n1	0.2	-2	0	17	2	0	-21	-2
COc1ccc(Nc2nc(NCCCN3CCOCC3)nc(N)c2[N+](=O)[O-])cc1	1.1	1	-4	0	9	7	-4	0
Cc1cccn2cc(CNC(=O)c3ccco3)nc12	2.5	2	2	-3	14	3	17	2
COc1ccc(C(C(=O)NCC2CCCO2)N(C(=O)CNC(=O)c2cccs2)c2ccc(NC(C)=O)cc2)cc1OC (centres undefined)	-0.5	1	-8	-2	-6	0	-9	1
COC(=O)c1ccc(OCC(=O)Nc2ccccc2C(=O)NC2CC2)cc1	-0.8	9	-6	-11	-1	-2	nt	-7
CCCOC(=O)CSC1=C(C#N)C(c2ccc3c(c2)OCO3)CC(=O)N1 (centres undefined)	-1.7	0	-8	-2	-8	2	-2	-5
O=C1CCCN1CCCNC(=S)Nc1ccc(F)cc1	0.2	0	-2	-5	-2	-5	5	-7
O=C(O)CSc1ncnc2nc[nH]c12	5.6	-2	4	-9	-4	-1	12	-4
Cc1c(Cl)cccc1NC(=O)CN1CCC(NC(=O)C2CCCCC2)CC1	1.2	-1	2	-2	7	-5	4	-9
CSCC[C@@H](C(=O)NCCCCCCCCCCC(=O)N1CCN(C(=O)OC(C)(C)C)CC1)n1cc(CCO)nn1	1.5	0	-5	9	-1	0	4	-4
Cc1c(NS(C)(=O)=O)cccc1-c1nc2cccnc2s1	1.2	-1	-11	-9	-3	1	-16	-3
COc1ccc(CCNC(=O)CSc2ccc(-c3ccco3)nn2)cc1OC	1.3	-2	2	-5	10	0	4	1
More structures:
SMILES	MPTP inh	NR3A LBD binder	CXCR6 inh	EBI2 antag	CCR6 antag	A3A deaminase	Gli-Sufu block	APOBEC3G inh
c1ccc(OCc2noc(CN3CC[C@@H]4CCCC[C@H]4C3)n2)cc1	-1.0	-2	-3	12	13	-3	-1	-5
CCOC(=O)c1ccc(N2CCN(c3ccccc3F)CC2)c(NC(=O)Nc2cccc(OC)c2)c1	78*	11*	1	0	-5	1	13	0
OC(CN1CCN(c2ccccn2)CC1)Cn1c2ccccc2c2ccccc21 (centres undefined)	2.5	-6	-8	-3	5	-4	1	-4
O=C(Nc1ccc(NC(=O)C2CC2)cn1)c1ccccc1Cl	0.0	2	1	-6	-7	43*	-36	-2
CCN(CC)S(=O)(=O)c1ccc(NC(=S)Nc2ccccc2)cc1	4.6	1	2	-13	4	-6	5	-10
COc1ccc2[nH]c3c(c2c1)CCN1C(=O)C(CC(=O)NCCc2ccccn2)C[C@H](C(=O)N2CCOCC2)[C@@]31CCC1CCCC1 (some centres undefined)	-0.5	0	1	-8	10	1	8	-1
CSC1=NC2(CCCCC2)C2=C(CCCC2)N1	-0.6	0	8	1	-10	4	0	0
COc1ccc(-c2csc(Nc3cccnc3)n2)cc1OC	-0.4	-28	2	6	-9	-3	-4	-5
CCc1ccccc1NC(=S)N(Cc1cccc(C)c1)c1cccnc1	0.6	5	0	-5	5	-3	2	-3
CC(C)(C)c1ccc(Oc2ccc(N)cc2)cc1	4.4	1	-8	11	8	-5	76*	-2
CCOc1ccc(Cl)cc1C1=CC(=O)C[C@H](c2ccc(OC)cc2)C1	-0.7	5	14	11	14	-2	9	1
CCC[C@@H](CN1CCC[C@H]1CN1C(N)=NC[C@@H]1Cc1ccccc1)N1C[C@@H]([C@H](C)CC)N(CCCC2CCCC2)C1=N	29	-9	-5	14	5	-1	61*	-1
O=C(C[n+]1cccc(NC(=O)c2ccccc2)c1)c1cccc([N+](=O)[O-])c1	-4.0	-1	-2	-5	13	-3	4	-7
CSc1nc(C)cc(OCNC(=O)c2cccs2)n1	-1.0	1	-6	-4	2	-6	23	-7
Cc1ccnc(NC(=O)c2ccc3c(c2)C(=O)N(CC(C)C)C3=O)c1	1.2	2	10	-3	8	-8	-24	-7
COc1ccc2c(C)cc(SCC(=O)NCC3CCCO3)nc2c1 (centres undefined)	0.3	-2	0	-1	14	1	-13	-5
CCCCC(=O)Nc1ccc(NC(=O)c2cc(OC)c(OC)c(OC)c2)cn1	-3.5	-1	3	5	3	-2	9	-3
COc1ccc(CCNC(=O)C2CC(c3cc(C(F)(F)F)cc(C(F)(F)F)c3)=NO2)cc1 (centres undefined)	-1.7	-6	7	4	2	1	8	-5
COc1cc(/C=N/NC(=O)C(C)Nc2n[nH]c(=O)[nH]c2=O)ccc1O (centres undefined)	-0.9	0	3	-14	15	-2	5	-3
c1coc(CSCc2cn3cccnc3n2)c1	-2.3	-3	1	-5	-11	-17	-2	-7
COc1ccc(/C=N/n2cnnc2SCc2ccc(OC)cc2)cc1	-3.6	2	3	3	-7	-2	-2	-4
c1ccc(-c2cnnc(SCc3cn4cccnc4n3)n2)cc1	-3.5	1	-3	3	0	7	-3	-1
O=C(O)c1cc(-c2ccco2)nc2cc3ccccc3cc12	-0.3	3	0	-4	2	89	-5	84
CCOC(=O)c1cc([N+](=O)[O-])sc1NC(=O)CC	0.9	0	16	3	13	-3	-2	-5
CSc1ncccc1C(=O)Nc1ccc(S(=O)(=O)NC2=NCCCCC2)cc1	-3.1	0	0	-5	0	-3	-3	-5
Next part:
SMILES	MPTP inh	NR3A LBD binder	CXCR6 inh	EBI2 antag	CCR6 antag	A3A deaminase	Gli-Sufu block	APOBEC3G inh
COc1ccc(CC(=O)N2CCC(c3ccccc3)C2)cc1 (centres undefined)	0.4	0	-7	48*	4	2	-3	-3
Cc1nn(C(=O)c2cccnc2)c(C)c1Sc1ccc(Br)cc1	6.9	-29	-5	-3	1	-2	-2	-6
O=C1NCC2=C1C(c1ccccc1)Nc1ccccc1N2 (centres undefined)	-0.6	-3	-1	-15	4	-2	-5	-4
CC(Oc1ccc2c3c(c(=O)oc2c1)CCCC3)C(=O)NCC(O)c1ccccc1 (centres undefined)	4.5	2	2	6	30	-5	10	-7
Cc1ccc(-n2nnnc2-c2cnn(-c3ccc(F)cc3)c2C(F)(F)F)cc1	4.0	3	-8	10	14	2	32	0
O=C(Cc1cccc([N+](=O)[O-])c1)Nc1ccc(C(=O)N2CCOCC2)cc1	-1.5	-3	-2	4	2	-4	-1	-5
Cc1cccc(N2CCN(C(=O)c3cn4ccccc4n3)CC2C)c1 (centres undefined)	-3.7	-2	2	-5	4	-1	-22	-3
CCOc1ccc(C2NC(=O)c3sc(=S)n(-c4ccccc4)c3N2)cc1 (centres undefined)	0.0	-1	0	-11	10	4	-5	-1
CN(Cc1cnn(C)c1)Cc1nc(COc2ccccc2)no1	-0.8	1	2	-1	3	-2	-6	-6
Cc1ccc(C2=NNC(=O)C(c3ccc(Cl)cc3)C2)cc1 (centres undefined)	-0.5	-3	4	53*	18	-1	0	1

Results in EBI2 antag and CXCR6 inh, for four of the compounds above:
Compound | EBI2 antag | CXCR6 inh
CSC1=NC2(CCCCC2)C2=C(CCCC2)N1 | 1 | 8
O=C(O)CSc1ncnc2nc[nH]c12 | -9 | 4
Cc1noc(/C=C/N(C)C)c1S(=O)(=O)N1CCCC(C(=O)Nc2ccccc2F)C1 (centres undefined) | -11 | 4
CC(C)(C)c1cc(N2CCOCC2)n2ncc(-c3ccc(Cl)cc3)c2n1 | 17 | 0

Three compounds from above, ordered by the number in CCR6 antag, high to low:
Molecule	CCR6 antag
Cc1cccc(N2CCN(C(=O)c3cn4ccccc4n3)CC2C)c1 (centres undefined)	4
O=C(Cc1cccc([N+](=O)[O-])c1)Nc1ccc(C(=O)N2CCOCC2)cc1	2
Cc1nn(C(=O)c2cccnc2)c(C)c1Sc1ccc(Br)cc1	1
